# Screening data (PubChem)
# MIN6 prolif: induces beta-cell replication in MIN6 cells | MIN6 cells proliferation, ATPlite luminescence, 48 h; cells starved in 0.2% serum; 100% = growth in 10% serum | 330,000 tested, 0.29% active | proliferation, % at 10 µM | AID 2380;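 active = compounds whose signal lies at least 3.5 SD above the mean of all wells on their plate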;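 note: 0% = DMSO-treated cells in low-serum medium and 100% = 10% serum control; some compounds called inactive have numbers as strong as hits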
# GRIN3A LBD mod: modulates the human NR3A ligand-binding domain; NR3A LBD differential scanning fluorimetry, Tm shift; 0% = protein alone, 100% = glycine-bound protein; 340,000 tested, 2.5% active; Tm shift relative to glycine control, % at 25 µM;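 active = melting temperature shift of at least 10% of the positive control shift, at one fixed dose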
# tim10-1 inh: tim10-1 yeast growth inhibition. S. cerevisiae tim10-1 ts strain growth, BacTiter-Glo, 24 h. inhibition, % at 20 µM. 330,000 tested, 2.2% active;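 active = inhibition of at least 40%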;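 note: mutant grown at 25 °C; 0% = DMSO wells with yeast and 100% = wells holding no yeast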
# TIM10 inh: inhibits growth of TIM10 yeast strain; inhibition, % at 10 µM; AID 463195; 330,000 tested, 1.4% active; S. cerevisiae TIM10 strain growth, BacTiter-Glo luminescence, 24 h;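 active = inhibition of 40% or more at the single tested concentration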;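 note: wild-type TIM10 isogenic control strain grown at permissive 25 °C; 0% = DMSO yeast wells and 100% = minimal medium wells without yeast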
# NLRP3 yeast inh: inhibitors of NALP3 inflammasome in yeast; inhibition, % at 10 µM; Yeast reconstituted NLRP3/ASC/caspase-1, beta-gal luminescence, 24 h; 330,000 tested, 0.39% active; AID 2825;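 active = inhibition of 50% or more; inactive = inhibition below 50%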;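 note: plate controls were induced DMSO wells for no effect and uninduced yeast grown without galactose for full effect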
# APJ antag: APJ receptor antagonism; CHO-K1 APJ beta-arrestin complementation, luminescence; inhibition, % at 20 µM; 330,000 tested, 0.32% active; AID 2521;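 active = inhibition above about 40% at 20 µM, limit read from the data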;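 note: cells challenged with 10 nM apelin-13 agonist together with compound; plate controls were apelin-13 plus DMSO wells for no effect and DMSO wells lacking apelin-13 for full effect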
# Target sequence (P35414 whole entry, looked up): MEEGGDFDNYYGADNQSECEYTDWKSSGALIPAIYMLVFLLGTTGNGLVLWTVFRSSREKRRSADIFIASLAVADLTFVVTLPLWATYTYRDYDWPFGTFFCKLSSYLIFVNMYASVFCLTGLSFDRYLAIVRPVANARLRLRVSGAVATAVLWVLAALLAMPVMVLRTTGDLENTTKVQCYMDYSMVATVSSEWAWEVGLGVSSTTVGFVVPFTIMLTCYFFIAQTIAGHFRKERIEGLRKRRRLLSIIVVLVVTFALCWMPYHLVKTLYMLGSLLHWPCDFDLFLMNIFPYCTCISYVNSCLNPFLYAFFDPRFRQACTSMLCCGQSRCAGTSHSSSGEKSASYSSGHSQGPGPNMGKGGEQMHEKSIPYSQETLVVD
# MPTP block: inhibitors of mitochondrial permeability transition pore | inhibition, % at 10 µM | AID 602449 | isolated mouse mitochondria, Ca2+ swelling absorbance, 30 min | 360,000 tested, 1.4% active;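 active = inhibition of 50% or more, scaled per plate between neutral and stimulator controls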;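 note: 0% = DMSO wells given calcium and 100% = 1 mM EGTA wells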
# APJ ag: agonists of human APJ apelin receptor. P35414. CHO-K1 APJ PathHunter beta-arrestin, luminescence; 0% DMSO wells, 100% apelin. activation, % at 20 µM. 330,000 tested, 0.11% active. AID 2520;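 active = activation more than six SD over the plate average, tested at 20 µM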;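 note: 0% = DMSO alone and 100% = apelin-13 at 10 nM; some results filed as inactive read as strong as hits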
#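 Test system – PathHunter CHO-K1 APJ (AGTRL-1) beta-arrestin reporter cells · Input – 1000 cells/well · Compound – single test compound dose, 20 µM final, 1% DMSO · Times – compound stimulation 90 min at 25 °C, detection 60 min · Technique – beta-gal luminescence · Read-out basis – APJ–arrestin association signal · Control set – negative DMSO alone, positive Apelin-13 at 10 nM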
# tim23-1 inh: growth inhibitors of tim23-1 mutant yeast; S. cerevisiae tim23-1 growth, BacTiter-Glo luminescence, 24 h; inhibition, % at 20 µM; 330,000 tested, 1.3% active;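 active = growth inhibition of the mutant yeast at or above 50%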;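 note: temperature-sensitive mutant grown at 25 °C; plate controls were DMSO-treated mutant yeast for no effect and medium wells lacking yeast for full effect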
# Starred values were filed as active, the others as inactive.
SMILES,MIN6 prolif,GRIN3A LBD mod,tim10-1 inh,TIM10 inh,NLRP3 yeast inh,APJ antag,MPTP block,APJ ag,tim23-1 inh
O=C1N/C(=N\N=C\c2cccs2)SC1Cc1ccc(Cl)cc1 (centres undefined),-1,-2,14,8,-5,0,3.4,-2,5
CCc1nn(CC(=O)NCCc2ccc(Cl)cc2)c(=O)c2cccn12,0,0,7,3,27,15,-0.4,-4,2
COc1cc(/C=N/NC(=S)NCc2ccco2)cc(OC)c1OC,-4,58*,28,19,4,-1,0.4,-1,28
COc1ccc(CNC(=O)CSc2nc3cccnc3s2)cc1,-2,-1,3,2,14,2,2.3,-1,10
CCN(C(=O)c1coc(=O)c2ccccc12)c1cc(OC)ccc1OC,-1,6,20,19,1,-9,-0.6,5,19
COc1ccc(C)cc1NC(=O)CN1C(=O)COc2ccc(S(=O)(=O)N3CCCCC3)cc21,-1,-3,3,6,5,-35,-0.3,-3,2
Cc1cc(C)n(CC(=O)n2c(C)c(C)c3ccccc32)n1,3,-4,23,6,11,-2,0.3,-2,19
O=C(c1cccc(C(=O)N(c2ccccn2)C2CCCCC2)c1)N(c1ccccn1)C1CCCCC1,-3,0,39,7,4,-10,-2.5,-3,28
Cc1ccc(S(=O)(=O)N2CCN(C(=O)CCc3c[nH]c4ccccc34)CC2)cc1,0,-2,9,-2,3,-10,-0.6,0,22
CCCCC(O)(CCCC)C(=O)N/N=C(\C)c1ccc(Cl)cc1,1,-2,25,18,22,5,5.3,1,30
O=C(CCCC(=O)c1ccccc1)Nc1ccc(O)cc1,-2,-2,-5,-6,8,-6,-0.9,1,0
Cc1csc(NC(=O)c2cncc(Br)c2)n1,-2,2,-18,-1,35,1,0.5,-3,-13
Fc1ccc(CSc2ncnc3scc(-c4ccccc4)c23)cc1,-1,0,-11,5,17,12,2.5,-2,11
CSc1nnc(N2C(=O)C(O)=C(C(=O)c3ccc(C)o3)C2c2ccc(C)cc2)s1 (centres undefined),-3,2,9,2,7,7,-0.9,-3,1
O=C(OCc1nc2ccsc2c(=O)[nH]1)c1cc(Br)c(Br)s1,-2,22*,25,13,11,0,-0.3,-4,16
O=C(Cc1ccccc1)NNc1ccc2ccccc2c1,-3,-1,-168,-88,37,1,-0.3,-5,-15
COc1cccc(NC(=O)CN(C)C(=O)C23CC4CC(CC(Cl)(C4)C2)C3)c1,-2,1,28,21,-2,6,0.8,-4,37
CCOC(=O)C(NC(=O)c1ccc(OC)cc1)(N1CCCC1=O)C(F)(F)F (centres undefined),0,-1,19,15,-1,-1,-0.8,-1,11
CCCCn1c(N)c(N(CC)C(=O)CCNC(=O)NC23CC4CC(CC(C4)C2)C3)c(=O)[nH]c1=O,0,-1,10,6,4,-7,0.8,-8,9
Cc1cc(-c2ccccc2C(=O)NCc2ccccc2)on1,1,0,-12,9,22,-2,-1.5,-1,-9
COc1ccc(/C=C/C(=O)N(CC(C)C)CC(C)C)cc1Br,-1,0,9,4,1,-19,-0.7,-3,35
NC(=O)CC(NC(=O)c1cccc(Br)c1)c1ccc(NC2CCN(Cc3ccccc3)CC2)c([N+](=O)[O-])c1 (centres undefined),-2,-2,9,1,14,10,-2.5,0,13
Cc1cccc(-c2noc(CCc3ccccc3)n2)c1,-2,-1,6,14,15,28,0.2,-3,9
Cn1c(SCC(=O)N2c3ccccc3Sc3ccccc32)nc2ccccc21,-3,3,36,34,-2,-13,0.6,-1,38
COc1ccc2oc(C(=O)OCC(=O)N3CCCC3=O)c(C)c2c1,2,2,6,-3,22,-54,-2.1,-4,8

# Single records, as listed above.
# COc1ccc2oc(C(=O)OCC(=O)N3CCCC3=O)c(C)c2c1 is listed as MIN6 prolif = 2; GRIN3A LBD mod = 2; tim10-1 inh = 6; TIM10 inh = -3; NLRP3 yeast inh = 22; APJ antag = -54; MPTP block = -2.1; APJ ag = -4; tim23-1 inh = 8
# O=C(OCc1nc2ccsc2c(=O)[nH]1)c1cc(Br)c(Br)s1 is listed as MIN6 prolif = -2; GRIN3A LBD mod = 22*; tim10-1 inh = 25; TIM10 inh = 13; NLRP3 yeast inh = 11; APJ antag = 0; MPTP block = -0.3; APJ ag = -4; tim23-1 inh = 16

# Other records follow.
SMILES,MIN6 prolif,GRIN3A LBD mod,tim10-1 inh,TIM10 inh,NLRP3 yeast inh,APJ antag,MPTP block,APJ ag,tim23-1 inh
CCOC(=O)CSc1ccc(-c2nc3ccccc3[nH]2)cn1,0,-6,14,30,-6,-9,0.5,11,14
CCN(CC)C(=O)Oc1ccc2c(=O)c(-c3ccc(OC)cc3)coc2c1,0,3,26,27,8,12,2.7,-6,31
COc1ccccc1N1CCN(C(=O)C(OC(C)=O)c2ccccc2)CC1 (centres undefined),3,-3,20,15,-13,-7,1.1,-15,6
COc1ccc(N2CC(C(=O)Nc3nnc(SCc4ccccn4)s3)CC2=O)cc1 (centres undefined),0,-6,-12,8,8,5,-0.2,1,14
O=C(Nc1ccccc1)c1snc2c(=O)[nH]cnc12,1,-29,20,3,15,-1,-1.7,-3,15
COc1ccccc1CNC(=O)C(C)n1nc(C)n2c(cc3occc32)c1=O (centres undefined),-1,-2,17,-12,4,14,-2.7,2,13
COc1ccc(N(C(=O)c2csnn2)C(C(=O)NC2CCCC2)c2ccccc2)cc1 (centres undefined),-1,-1,18,-8,13,6,0.5,0,15
CCOC(=O)c1c(N)sc(C(=O)N(C)C)c1CN1CCOCC1,-3,0,-1,-13,20,2,3.4,-3,3
CCNC(=O)CC1SC(=Nc2ccccc2C)N(C)C1=O (centres undefined),-2,-1,11,-4,1,18,1.9,-4,-1
CC(=O)N1CCN(c2ccc(N)cc2)CC1,-4,0,-10,2,11,9,-0.8,-2,-6
O=C(c1ccccc1F)N(Cc1nc2ccccc2c(=O)[nH]1)C1CCCC1,0,0,10,-10,5,12,-0.2,-2,11
CCCCN(C(=O)c1c(-c2ccccc2)noc1C)c1c(N)n(CCC)c(=O)[nH]c1=O,-1,1,-5,4,15,-1,0.9,-4,-12
COc1ccc(CN(CC(=O)NCc2ccc(F)cc2)C(=O)c2csnn2)cc1,-3,1,-13,-18,24,-12,0.8,-5,-7
Cc1ccc(S(=O)(=O)c2nc(S(C)(=O)=O)sc2N2CCCC2)cc1,0,-2,-2,-7,20,-9,-1.8,0,-8
O=C(NC1CCCCC1NC(=O)c1cccs1)c1cccs1 (centres undefined),-1,0,3,-8,6,7,-0.2,-4,-4
CN(C)C(=O)Cn1c(SCC(=O)Nc2ccc3c(c2)OCO3)nc2ccccc21,0,-1,8,7,0,9,4.3,0,21
Cc1cccc(CN2CCC(C(=O)Nc3ccc(Oc4cccnc4)cc3)CC2)c1,-3,9,-2,-2,10,-39,-0.5,1,-18
COc1ccc(OC)c(NC(=O)c2cc(OC(C)=O)cc(C(=O)Nc3cc(OC)ccc3OC)c2)c1,-3,-3,18,9,10,-12,1.2,2,22
Cc1cccc(C)c1NC(=O)COC(=O)CSc1nnc(N)s1,1,-1,11,-10,13,5,-2.2,4,24
CC(=O)C(Cc1ccccc1)NC(=O)CN1CCc2ccccc2C1 (centres undefined),2,1,11,13,4,4,-3.5,-2,7
COc1cc2[nH]c(=O)n(CCC(=O)N3CCN(c4cccc(C)c4C)CC3)c(=O)c2cc1OC,-2,0,24,-12,16,-7,-1.4,-3,18
COc1ccc(C(=O)Cc2ccc(OC)c(OC)c2)cc1,-1,3,19,22,20,-16,0.7,-4,21
COC(=O)c1cnn(-c2ccccc2)c1C(OC)OC,1,2,6,-8,-8,9,-0.5,1,-1
O=C(CCC(=O)N1CCSc2ccccc21)NC1CCCCC1,-1,-1,8,3,5,7,-0.9,-3,17
COc1cc(N)c(Cl)cc1C(=O)OCC(=O)NC1CCCC1,2,1,-3,-21,-4,-5,0.0,-1,5

# Single values from above:
# Under APJ ag, `Cc1cc(C)n(CC(=O)n2c(C)c(C)c3ccccc32)n1` is entered as -2
# Under tim10-1 inh, `Cc1ccc(S(=O)(=O)c2nc(S(C)(=O)=O)sc2N2CCCC2)cc1` is entered as -2

# (continued)
SMILES,MIN6 prolif,GRIN3A LBD mod,tim10-1 inh,TIM10 inh,NLRP3 yeast inh,APJ antag,MPTP block,APJ ag,tim23-1 inh
O=C(COc1ccccc1)NCc1n[nH]c(=S)n1-c1ccccc1,-2,-1,-14,-6,1,9,-1.0,-3,5
COc1ccc2nc3oc(C(=O)NCCCOC(C)C)cc3cc2c1,-2,0,12,0,31,1,1.5,0,9
CCN(CC)CCN1C(=O)C(=O)/C(=C(/O)c2c(C)[nH]c(C(=O)OC)c2C)C1c1ccco1 (centres undefined),-1,-2,-6,-1,3,-3,1.0,-4,18
CCOc1ccc(CCNC(=O)COC(=O)CNS(=O)(=O)c2ccc(NC(C)=O)cc2)cc1OCC,-1,-1,-26,-3,7,-33,0.3,-2,2
O=C(O)CC(CC(=O)Nc1ccc(C(=O)O)cc1)c1ccccc1 (centres undefined),-2,-1,-12,-5,-1,-9,1.8,-3,-12
CCC(=O)NC(c1ccccc1Cl)c1c(O)ccc2ccccc12 (centres undefined),-6,-8,2,1,14,-13,4.8,-5,21
O=C(Nc1cc([N+](=O)[O-])ccc1N1CCCC1)c1cccs1,7,3,-8,4,27,18,-0.8,-2,-8
Nn1c(SCc2nc3ccccc3[nH]2)nnc1-c1cccnc1,-1,-2,0,-4,6,12,-1.0,-1,4
COc1ccc(C(=O)N2CCC(c3ccccc3)CC2)c(OC)c1OC,-1,0,33,7,-15,15,-1.0,-2,27
CCc1nn(CCCC(=O)N2CCN(c3cccc(C)c3C)CC2)c(=O)c2cc3occc3n12,-8,-8,54*,27,34,1,-1.3,12,38
COc1ccc(CNC2CCSc3ccccc32)cc1OC (centres undefined),-1,0,-2,7,-1,-2,1.1,-3,7
CCCCn1c(N)c(N(CCOC)C(=O)C2CCN(S(=O)(=O)c3ccc(F)cc3)CC2)c(=O)[nH]c1=O,-3,-3,-9,-4,8,-50,-0.8,3,6
CCCCn1c2nc3ccccc3nc2c2c(=O)n(CCC)cnc21,-1,0,1,4,28,13,0.4,-2,5
COc1ccc(Br)cc1CN1CCCCCC1,1,-1,-12,-3,6,3,0.1,-2,-9
Cc1ccc(NC2Nc3cc(C)nn3S2)c(C)c1 (centres undefined),0,5,14,-16,3,-3,-0.4,-4,2
COc1ccc(NC(=O)c2cccc(-n3c(C)ccc3C)c2)c(OC)c1,-1,-1,18,11,2,-6,-0.1,2,34
Cc1ccc(C(=O)COC(=O)C2CC(=O)N(c3nc(-c4ccccc4)cs3)C2)cc1C (centres undefined),-2,-1,36,31,1,8,1.8,-4,16
Oc1cccc(Nc2nc(NCC3CCCO3)c3ccccc3n2)c1 (centres undefined),-6,-2,-23,-10,7,3,6.2,6,-64
CN1CCN(S(=O)(=O)c2ccc(N3CCN(S(=O)(=O)c4cccs4)CC3)nc2)CC1,-1,3,-3,8,27,10,-4.3,0,-10
Cc1cnc(C(=O)OCC(=O)Nc2sc3c(c2C#N)CCC3)cn1,-1,-2,-5,-2,14,-7,0.1,5,21
O=C(COC(=O)Cc1ccc(Br)cc1)NC1CCCCCC1,2,0,28,0,6,2,0.9,-3,12
O=C(COC(=O)c1cc(-c2ccco2)nc2ccccc12)NCc1ccc2c(c1)OCO2,1,-3,-8,-20,4,5,-5.8,-2,-33
COC(=O)[C@]1(Cc2ccccc2)N[C@H](CN(C)C(=O)Nc2ccc(C(F)(F)F)cc2)[C@@H]2C(=O)N(Cc3ccccc3)C(=O)[C@@H]21,-5,-9,9,4,11,-6,0.0,-4,13
COc1ccccc1NC(=O)Nc1ccccc1C#N,-1,-4,-9,-3,12,0,-0.1,1,-9
COc1ccc(OC)c(CN2CCC(Cc3ccccc3)CC2)c1,0,-1,-10,-5,22,9,1.2,-4,-2
